Screening results as filed in PubChem BioAssay.
C diff growth – inhibitors of Clostridium difficile growth. Clostridium difficile clinical isolate growth, OD600, 24 h; stronger effect = lower value. growth activity, negative = inhibition, % at 16 µg/mL (by protocol). 86,000 compounds, 0.25% hits;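 active = mean growth activity at or below -80% and every replicate also at or below -80%; inconclusive = mean at or below -80% but some replicate above -80%; inactive = mean growth activity above -80%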;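 note: 0% = DMSO wells and -100% = levofloxacin 16 µg/mL wells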
Tcruzi prolif – T. cruzi proliferation inhibition; AID 624255; 77,000 compounds, 5.9% hits; T. cruzi beta-gal in NIH3T3, GalScreen luminescence, 90 h; inhibition, % at 8.34 µM;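 active = mean inhibition above about 93%, with at least 55% of replicates each passing it, limit read from the data, passing the limit was not always enough; inconclusive = only one of those two conditions holds; inactive = neither condition holds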
GASC1 inh – blocks human GASC-1 (KDM4C) demethylase activity; inhibition, % at 12.5 µM; GST-KDM4C 2-372, H3K9me3 peptide, LANCE TR-FRET; 96,000 compounds, 0.15% hits; Q9H3R0;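 active = mean replicate inhibition above about 25%, with at least 55% of replicates also reaching it, limit read from the data, passing the limit was not always enough; inconclusive = only one of those two conditions met; inactive = neither condition met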
Target sequence (Q9H3R0 2-372 limits assumed): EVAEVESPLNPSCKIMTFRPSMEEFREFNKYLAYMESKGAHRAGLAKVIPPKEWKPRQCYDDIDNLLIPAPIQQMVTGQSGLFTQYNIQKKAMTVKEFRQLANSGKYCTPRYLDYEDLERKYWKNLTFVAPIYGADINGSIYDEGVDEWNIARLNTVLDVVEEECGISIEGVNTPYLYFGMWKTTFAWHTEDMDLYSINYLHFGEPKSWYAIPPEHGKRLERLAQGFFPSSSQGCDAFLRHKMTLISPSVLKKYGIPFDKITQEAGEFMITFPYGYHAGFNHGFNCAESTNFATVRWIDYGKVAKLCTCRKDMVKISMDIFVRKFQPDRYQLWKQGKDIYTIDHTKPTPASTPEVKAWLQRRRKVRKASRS
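System – N-terminal GST-fused human GASC-1 (KDM4C) fragment, residues 2-372 · Input – enzyme final amount 10 nM · Technique – LANCE TR-FRET, Eu antibody, ULight-streptavidin, EDTA, ex 340 nm, em 618/671 nm · Medium – HEPES buffer, pH 7.5, plus ascorbate · Incubation – enzyme reaction 30 min, then detection 60 min, both room temperature · Reagent – H3K9me3 peptide with Fe(II)/2OG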
Pf Dd2 inh – blocks growth of Plasmodium falciparum Dd2 parasites | P. falciparum Dd2 growth, SYBR Green, 72 h; stronger effect = lower value | activity change, % at 10 µM | 94,000 compounds, 2.3% hits | AID 1159554; in the data active = activity change below about -80%; inconclusive = no clear call, values can overlap the other calls
Active calls of the source: *; & = joins results of further samples.

Screening CNC[C@@H]1Oc2ccc(NC(=O)CCC(F)(F)F)cc2C(=O)N([C@@H](C)CO)C[C@H]1C returned C diff growth 3, Tcruzi prolif 16, GASC1 inh -4.6 and Pf Dd2 inh 9.
For C[C@H](CO)N1C[C@H](C)[C@@H](CN(C)C(=O)NC2CCCCC2)Oc2ccc(NC(=O)CCC(F)(F)F)cc2CC1=O the results were C diff growth -1, Tcruzi prolif 9, GASC1 inh 5.3 and Pf Dd2 inh -22.
C/C=C/c1ccc([C@@H]2[C@@H](CO)N3C(=O)CN(Cc4ccc(F)cc4)C[C@@H]23)cc1 was read as C diff growth 7, GASC1 inh -2.7 and Pf Dd2 inh -20.
For CCN(C[C@H]1[C@H](c2ccccc2)[C@H](CO)N1C(=O)COC)S(C)(=O)=O the results were C diff growth 14, Tcruzi prolif 38, GASC1 inh -0.8 and Pf Dd2 inh 11.
COc1ccc(NC(=O)N(C)C[C@@H]2Oc3ccc(NC(=O)NC(C)C)cc3C(=O)N([C@@H](C)CO)C[C@H]2C)cc1 was read as C diff growth 0, GASC1 inh 0.3 and Pf Dd2 inh 19.
Cc1noc(C)c1NC(=O)Nc1ccc2c(c1)C(=O)N([C@@H](C)CO)C[C@@H](C)[C@@H](CN(C)Cc1ccncc1)OCCCC[C@@H](C)O2 was read as C diff growth -2, Tcruzi prolif 18, GASC1 inh 0.9 and Pf Dd2 inh 4.
O=S(=O)(c1cccs1)N1CCCCN2[C@H](CO)[C@H](c3ccc(-c4ccccc4)cc3)[C@@H]2C1 was read as C diff growth -1, Tcruzi prolif inconclusive, GASC1 inh -2.2 and Pf Dd2 inh 46.
For O=C(C[C@@H]1CC[C@@H]2[C@H](COC[C@H](O)CN2S(=O)(=O)c2ccc(Oc3ccccc3)cc2)O1)NC1CCC1 the results were C diff growth 31&9, GASC1 inh 1.0 and Pf Dd2 inh -23.
For C/C=C/c1ccc2c(c1)O[C@H](CN(C)C(C)=O)[C@@H](C)CN([C@@H](C)CO)S2(=O)=O the results were C diff growth 2, GASC1 inh 6.6 and Pf Dd2 inh 20.
Screening C[C@H]1CN([C@@H](C)CO)C(=O)c2cc(NS(=O)(=O)c3cn(C)cn3)ccc2O[C@H]1CN(C)C(=O)Nc1ccc(C(F)(F)F)cc1 returned C diff growth -4, Tcruzi prolif -26, GASC1 inh -2.0 and Pf Dd2 inh 16.

A draw from above in order of number of heavy atoms, smallest number first:
C/C=C/c1ccc([C@@H]2[C@@H](CO)N3C(=O)CN(Cc4ccc(F)cc4)C[C@@H]23)cc1 was read as C diff growth 7, GASC1 inh -2.7 and Pf Dd2 inh -20.
Screening CNC[C@@H]1Oc2ccc(NC(=O)CCC(F)(F)F)cc2C(=O)N([C@@H](C)CO)C[C@H]1C returned C diff growth 3, Tcruzi prolif 16, GASC1 inh -4.6 and Pf Dd2 inh 9.
For C[C@H](CO)N1C[C@H](C)[C@@H](CN(C)C(=O)NC2CCCCC2)Oc2ccc(NC(=O)CCC(F)(F)F)cc2CC1=O the results were C diff growth -1, Tcruzi prolif 9, GASC1 inh 5.3 and Pf Dd2 inh -22.

Following part
`CS(=O)(=O)N1CC2(C1)[C@@H](c1ccccc1)[C@@H](CO)N2C(=O)c1ccccc1` gave C diff growth 6, GASC1 inh -0.5 and Pf Dd2 inh 7.
For C[C@@H]1CN([C@@H](C)CO)C(=O)c2cc(/C=C/c3ccccc3)cnc2O[C@H]1CN(C)C(=O)C1CCOCC1 the results were C diff growth 0, Tcruzi prolif 73, GASC1 inh 0.5 and Pf Dd2 inh -21.
For O=C(Cc1ccccn1)NCC[C@@H]1CC[C@H](NC(=O)Nc2ccc(Cl)cc2)[C@H](CO)O1 the results were C diff growth 0, Tcruzi prolif -44, GASC1 inh 0.1 and Pf Dd2 inh -33.
`C[C@H](CO)N1C[C@H](C)[C@@H](CN(C)Cc2ccc(C(=O)O)cc2)OCCCC[C@H](C)Oc2ccc(NC(=O)Nc3ccc(F)cc3)cc2C1=O` gave C diff growth 6, Tcruzi prolif 7, GASC1 inh 1.3 and Pf Dd2 inh 28.
O=C(N[C@H]1CC[C@H](CCn2cc(C3(O)CCCC3)nn2)O[C@@H]1CO)C1CCOCC1 was read as Tcruzi prolif 52, GASC1 inh -1.1 and Pf Dd2 inh 10.
Screening Cn1cnc(CCNC(=O)C[C@H]2CC[C@@H]3[C@H](COC[C@@H](O)CN3C(=O)C3CC3)O2)c1 returned C diff growth 2, Tcruzi prolif -9, GASC1 inh 0.0 and Pf Dd2 inh -4.
`O=C(C[C@@H]1CC[C@H]2[C@@H](COC[C@H](O)CN2C(=O)c2ccccc2F)O1)N1CCN(c2ccccc2)CC1` gave C diff growth -18, Tcruzi prolif 0, GASC1 inh -1.6 and Pf Dd2 inh -3.
Screening CCCC(=O)Nc1ccc2c(c1)OC[C@H](C)N(C(=O)c1cnccn1)C[C@H](C)[C@H](OC)CN(C)C2=O returned Tcruzi prolif -22, GASC1 inh -0.7 and Pf Dd2 inh 9.
Screening C[C@H]1CN([C@@H](C)CO)C(=O)Cc2cc(NC(=O)Nc3ccc(F)cc3)ccc2O[C@@H]1CN(C)C(=O)Nc1ccccc1 returned C diff growth -1, GASC1 inh 12 and Pf Dd2 inh -23.
`C[C@@H]1CN([C@@H](C)CO)C(=O)c2cc(C3=CCCCC3)cnc2O[C@H]1CN(C)Cc1ccncc1` gave C diff growth -2, Tcruzi prolif 34 and GASC1 inh 4.2.
Screening COCCNC(=O)C[C@H]1C=C[C@@H](NS(=O)(=O)c2ccc(C)cc2)[C@@H](CO)O1 returned C diff growth -7, GASC1 inh 0.0 and Pf Dd2 inh 7.
`CC(=O)N(C)C[C@H]1[C@H](c2ccc(C3=CCCCC3)cc2)[C@H](CO)N1CC1CC1` gave C diff growth 34, Tcruzi prolif 51, GASC1 inh -1.7 and Pf Dd2 inh -26.
Screening C[C@@H](O)C#Cc1cnc2c(c1)C(=O)N([C@@H](C)CO)C[C@H](C)[C@@H](CN(C)C(=O)Nc1ccc(C(F)(F)F)cc1)O2 returned C diff growth -1, GASC1 inh -0.1 and Pf Dd2 inh -8.
`CCC(=O)N(C)C[C@H]1Oc2ncc(C#Cc3cccnc3)cc2C(=O)N([C@H](C)CO)C[C@@H]1C` gave C diff growth 1, Tcruzi prolif 44, GASC1 inh 0.5 and Pf Dd2 inh -9.
For CO[C@H]1CN(C)C(=O)c2cc(NC(=O)Nc3cccc(Cl)c3)ccc2OC[C@H](C)NC[C@@H]1C the results were Tcruzi prolif -66, GASC1 inh -0.7 and Pf Dd2 inh -23.
COC(=O)[C@@H]1[C@@H](CO)[C@@H]2Cn3c(ccc(-c4ccccc4)c3=O)[C@@H]2N1C(=O)CC1CC1 was read as C diff growth -13, Tcruzi prolif -88 and GASC1 inh 6.4.
CO[C@H]1CN(C)C(=O)c2ccc(NC(=O)C3CCC3)cc2OC[C@H](C)N(Cc2cccnc2)C[C@H]1C was read as Tcruzi prolif 60 and GASC1 inh 1.2.
`Cc1ccc(S(=O)(=O)N2C[C@H](O)COC[C@@H]3O[C@H](CC(=O)N[C@@H]4CCN(Cc5ccccc5)C4)CC[C@H]32)cc1` gave Tcruzi prolif 68, GASC1 inh 1.1 and Pf Dd2 inh -19.
Screening O=C(C[C@H]1C=C[C@@H](NS(=O)(=O)c2ccccc2)[C@H](CO)O1)NCc1ccc(Cl)c(Cl)c1 returned Tcruzi prolif 12, GASC1 inh -1.2 and Pf Dd2 inh 48.
C[C@@H]1CN([C@H](C)CO)C(=O)Cc2cc(NC(=O)Cn3cnnn3)ccc2O[C@@H]1CN(C)Cc1ccccc1 was read as C diff growth 1, Tcruzi prolif 2, GASC1 inh 0.0 and Pf Dd2 inh -3.
C[C@H]1CN([C@@H](C)CO)C(=O)c2cc(NC(=O)Nc3ccccc3)ccc2O[C@@H]1CN(C)Cc1ccccc1 was read as C diff growth -1, Tcruzi prolif 4, GASC1 inh -2.9 and Pf Dd2 inh -6.
`O=C(Nc1nccs1)[C@H]1[C@H](CO)[C@H]2Cn3c(cccc3=O)[C@H]2N1C(=O)C1CCC1` gave C diff growth 0, Tcruzi prolif 85, GASC1 inh 2.3 and Pf Dd2 inh 1.
Screening CCCNC(=O)N(C)C[C@H]1Oc2ncc(C#C[C@@H](C)O)cc2C(=O)N([C@H](C)CO)C[C@@H]1C returned C diff growth 5, Tcruzi prolif 4, GASC1 inh -0.1 and Pf Dd2 inh 23.
Screening Cc1noc(C)c1NC(=O)N(C)C[C@H]1Oc2c(NC(=O)c3ccncc3)cccc2C(=O)N([C@@H](C)CO)C[C@H]1C returned Tcruzi prolif -163, GASC1 inh -1.4 and Pf Dd2 inh 27.
C/C=C/c1ccc([C@@H]2[C@@H](CO)N3C(=O)CN(C(=O)Nc4ccccc4F)C[C@@H]23)cc1 was read as C diff growth 33, GASC1 inh 0.0 and Pf Dd2 inh -16.
Screening C[C@@H]1CN([C@H](C)CO)C(=O)c2cc(NC(=O)Nc3ccc(F)cc3)ccc2O[C@H]1CN(C)C(=O)Nc1ccc(F)cc1 returned C diff growth 0, Tcruzi prolif 18, GASC1 inh 1.2 and Pf Dd2 inh 10.
COCC#Cc1cnc2c(c1)C(=O)N([C@H](C)CO)C[C@H](C)[C@@H](CN(C)C(=O)Cc1ccccc1)O2 was read as C diff growth 0, Tcruzi prolif 43, GASC1 inh 0.4 and Pf Dd2 inh -13.
Screening CNC(=O)C[C@H]1CC[C@@H]2[C@H](COC[C@@H](O)CN2Cc2ccccc2F)O1 returned C diff growth 1&-6, GASC1 inh 0.1 and Pf Dd2 inh 33.
For C[C@@H]1CN([C@@H](C)CO)C(=O)c2cc(C3=CCCCC3)cnc2O[C@H]1CN(C)C(=O)Nc1cccc(F)c1 the results were C diff growth -5&0, Tcruzi prolif -6&-42, GASC1 inh 1.7 and Pf Dd2 inh 12&13.
COc1ccc(CN(C)C[C@H]2Oc3ccc(NS(C)(=O)=O)cc3CC(=O)N([C@H](C)CO)C[C@H]2C)cc1 was read as C diff growth -13, Tcruzi prolif -2, GASC1 inh 0.3 and Pf Dd2 inh 9.
COc1ccc(-c2ccc3c(c2)O[C@@H](CN(C)C)[C@@H](C)CN([C@H](C)CO)S3(=O)=O)cc1 was read as C diff growth 0, Tcruzi prolif -5, GASC1 inh 7.9 and Pf Dd2 inh -29.
For COCC#Cc1cnc2c(c1)C(=O)N([C@H](C)CO)C[C@@H](C)[C@@H](CN(C)C(=O)C1CCC1)O2 the results were C diff growth 2, Tcruzi prolif 30, GASC1 inh -0.5 and Pf Dd2 inh 18.
For CO[C@@H]1CN(C)C(=O)c2ccc(NC(C)=O)cc2OC[C@@H](C)N(Cc2ccccc2F)C[C@H]1C the results were Tcruzi prolif 64, GASC1 inh 0.0 and Pf Dd2 inh -43.
`N#C[C@@H]1[C@@H](c2ccc(C#CC3CCCC3)cc2)[C@H](CO)N1C(=O)Nc1ccc(F)cc1` gave C diff growth 0, Tcruzi prolif 92, GASC1 inh -2.9 and Pf Dd2 inh -24.
COc1cccc(-c2cn(CC[C@@H]3CC[C@H](NS(=O)(=O)c4ccccc4Cl)[C@H](CO)O3)nn2)c1 was read as C diff growth -9, GASC1 inh -0.8 and Pf Dd2 inh -79.
`NCC[C@@H]1CC[C@H](NC(=O)C2CCCC2)[C@H](CO)O1` gave C diff growth -3, GASC1 inh 3.1 and Pf Dd2 inh 13.
Screening Cc1ccc(S(=O)(=O)Nc2ccc3c(c2)C(=O)N([C@H](C)CO)C[C@H](C)[C@H](CN(C)C(=O)NC2CCCCC2)OCCCC[C@@H](C)O3)cc1 returned C diff growth -6, Tcruzi prolif 26, GASC1 inh -2.4 and Pf Dd2 inh -28.
`CCCNC(=O)N[C@@H]1C=C[C@H](CC(=O)NCCc2ccccc2)O[C@@H]1CO` gave Tcruzi prolif -63, GASC1 inh 0.0 and Pf Dd2 inh 11.
For COC(=O)C[C@H]1CC[C@H]2[C@@H](COc3ccc(NC(=O)c4ccc(OC)cc4)cc3C(=O)N2C)O1 the results were C diff growth -4, GASC1 inh -0.3 and Pf Dd2 inh 34.
Cc1noc(C)c1S(=O)(=O)Nc1ccc2c(c1)C(=O)N([C@H](C)CO)C[C@H](C)[C@H](CN(C)C(=O)CCCN(C)C)OCCCC[C@@H](C)O2 was read as C diff growth -2, Tcruzi prolif 27, GASC1 inh 0.2 and Pf Dd2 inh 34.
For C[C@@H]1CN([C@@H](C)CO)C(=O)c2cc(C3=CCCCC3)cnc2O[C@@H]1CN(C)C(=O)c1ccncc1 the results were C diff growth 3, Tcruzi prolif 75, GASC1 inh 1.5 and Pf Dd2 inh 14.
CCNC(=O)[C@@H]1[C@@H](CO)[C@@H]2Cn3c(ccc(-c4cccc(OC)c4)c3=O)[C@@H]2N1Cc1nccs1 was read as C diff growth -1, Tcruzi prolif 16, GASC1 inh 3.9 and Pf Dd2 inh -3.
For O=C(C[C@@H]1CC[C@@H](NC(=O)Nc2ccccc2)[C@@H](CO)O1)NCc1cccc(F)c1 the results were C diff growth -1, GASC1 inh -0.9 and Pf Dd2 inh -3.
